Compound activity deposited in PubChem by several laboratories.
aSyn 5UTR inh – MLPCN primary screen, SNCA 5' untranslated region | 0.82% of 300,000 active | alpha-synuclein 5'UTR reporter, inhibitor activity | AID 1813, 2009 | inhibition, % (tested at 7.5 µM); in the data active = inhibition above about 60%;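 also: H4 neuroglioblastoma cells stably carrying SNCA 5'UTR luciferase fusion; 0% = DMSO wells and 100% = positive control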
HSP90 inh – HSP90 inhibitors, primary screen, cell lysate, luminescence; Heat shock protein HSP 90 (rabbit reticulocyte lysate; luciferase refolding); Rabbit reticulocyte lysate, luciferase refolding luminescence, 3 h; inhibition, % at 5.6 µM; 0.91% of 290,000 active; AID 1789, 2009;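 active = inhibition above the screen-wide mean plus 3 SD, computed separately per campaign, cut at about 16% in these data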;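 also: 0% = DMSO wells and 100% = 60 µM geldanamycin wells; inhibitors lower the luminescence because luciferase stays unfolded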
HSF-1 act – HSF-1 activators, primary screen, NIH3T3-HGL cells, MG132 stress, luminescence, single point. NIH3T3-HGL HSF-1 luciferase reporter, 8 h; 100% = twice DMSO control signal. activation, % at 9 µM. 1.7% of 300,000 active;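 active = mean replicate activation of at least 50% with a set share of replicates each reaching 50%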;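 also: 0% = median of the neutral control wells and 100% = twice that signal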
IEC-6 cytotox – cytotoxicity in IEC-6 intestinal epithelial cells, primary screen, cytotoxicity control for KLF5 inhibitor project, cell-based, luminescence. IEC-6 cytotoxicity, luminescence viability. inhibition, % at 5 µM. 0.78% of 290,000 active. AID 1825, 2009; in the data active = inhibition above about 22%;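 also: 0% = plate median of test compound wells and 100% = cytotoxic reference compound wells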
KLF5 inh – KLF5 expression inhibitors, primary screen, DLD-1 cells, luminescence. DLD-1 KLF5 promoter-luciferase reporter. inhibition, % at 5 µM. 0.23% of 290,000 active. AID 1700, 2009;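 active = inhibition above a per-plate limit of that plate's mean compound inhibition plus 3 SD, cut at about 60% in these data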;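 also: 0% = DMSO wells and 100% = LY294002 at 200 µM; higher means less KLF5 promoter-driven luciferase light; inactives centre near -14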
Platelet DG rel – inhibitors of platelet dense granule secretion, primary screen, cell-based, MLPCN, human platelets; human platelet-rich plasma, SFLLRN dense granule ATP release, luminescence; inhibition, %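 (compounds screened at 7.5 µM in platelet-rich plasma)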; 0.22% of 300,000 active; AID 1663, 2009;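 active = mean replicate score, as percent of positive control, at or above 50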
DYRK1A inh – rat Dyrk1A kinase inhibitors, primary screen, biochemical, single point, plate reader; Dual specificity tyrosine-phosphorylation-regulated kinase 1A (Rattus norvegicus), Q63470; AID 504441, 2011; ADP-Glo luminescence, NFATc1 peptide; inhibition, % at 12.5 µM; 0.43% of 310,000 active; in the data active = inhibition above about 50%;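 also: plate controls were vehicle with enzyme for no effect and no enzyme for full effect; many of its hits are not listed in these tables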
GSK3 alpha inh – blockers of GSK3A enzyme activity – biochemical, luminescence, cell-free homogeneous, HTS, primary screen; AID 2650, 2010; GSK-3 alpha kinase, ADP-Glo luminescence, 60 min; 0.1% of 320,000 active; inhibition, % at 10 µM; Glycogen synthase kinase-3 alpha (Homo sapiens), P49840;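 in the data active = inhibition above about 50%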;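 also: GST-tagged GSK-3 alpha with peptide substrate and 25 µM ATP; 0% = DMSO neutral wells and 100% = GW8510 positive control wells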
Target sequence (P49840 whole entry, looked up): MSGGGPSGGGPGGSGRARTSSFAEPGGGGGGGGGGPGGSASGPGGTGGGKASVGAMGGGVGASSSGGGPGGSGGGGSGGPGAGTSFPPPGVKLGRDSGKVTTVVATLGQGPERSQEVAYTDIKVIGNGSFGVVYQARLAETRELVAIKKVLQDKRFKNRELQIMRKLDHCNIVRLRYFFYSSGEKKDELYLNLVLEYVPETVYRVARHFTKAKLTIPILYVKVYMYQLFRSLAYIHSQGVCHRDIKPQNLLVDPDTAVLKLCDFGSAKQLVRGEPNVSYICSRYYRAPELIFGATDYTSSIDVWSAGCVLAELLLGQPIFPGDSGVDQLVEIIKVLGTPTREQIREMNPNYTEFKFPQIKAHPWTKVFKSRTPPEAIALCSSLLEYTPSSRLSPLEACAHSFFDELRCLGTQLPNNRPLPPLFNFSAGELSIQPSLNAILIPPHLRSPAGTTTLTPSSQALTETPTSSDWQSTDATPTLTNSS
HSF1 inh – HSF1 inhibitors in luciferase reporter cells, primary screen, cell-based, NIH3T3, luminescence. NIH3T3-HGL HSE-luciferase, MG132-induced, luminescence 8 h; hits give low values. activity change, negative = inhibition, % at 7.5 µM (by protocol). 0.77% of 300,000 active. AID 2098, 2009;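 active = more than half of replicate wells show activity change below -50%, luminescence cut by over half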;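 also: luciferase reports HSF-1 transcriptional activity via heat shock element; 0% = median of DMSO wells and -100% = zero luminescence signal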
GSK3B inh – human GSK3beta kinase inhibitors, primary screen, biochemical, cell-free homogeneous, HTS; GST-GSK3beta kinase, ADP-Glo luminescence, 60 min; hits give low values; activity score (negative = inhibition), % at 10 µM; 0.038% of 300,000 active; AID 2097, 2009;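 active = more than half of replicate wells score below -50%, meaning over 50% inhibition versus plate controls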;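 also: 0% = median DMSO wells and -100% = median GW8510 positive control wells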
Target sequence (P49841 whole entry, looked up): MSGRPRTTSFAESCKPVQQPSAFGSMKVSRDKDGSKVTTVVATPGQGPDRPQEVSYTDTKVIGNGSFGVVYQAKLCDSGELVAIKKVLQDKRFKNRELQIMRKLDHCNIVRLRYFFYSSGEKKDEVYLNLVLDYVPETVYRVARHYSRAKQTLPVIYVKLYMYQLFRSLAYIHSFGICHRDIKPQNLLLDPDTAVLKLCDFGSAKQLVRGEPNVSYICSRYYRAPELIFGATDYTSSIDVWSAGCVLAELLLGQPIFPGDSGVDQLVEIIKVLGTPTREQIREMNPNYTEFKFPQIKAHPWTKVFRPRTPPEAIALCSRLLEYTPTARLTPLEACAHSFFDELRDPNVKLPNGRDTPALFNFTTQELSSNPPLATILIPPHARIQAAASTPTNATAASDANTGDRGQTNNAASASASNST
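Assay system: GST-tagged human GSK3beta kinase, cell-free; Input: 1.6 ng GSK3beta; Medium: Tris/MgCl2 kinase buffer; Timing: 60 min enzyme reaction, room temperature; Signal: ADP-Glo luminescence quantifying ADP generated by kinase; Evaluation: score relative to plate controls; Benchmarks: DMSO neutral wells and GW8510 at 20 µM as positive.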
The depositor's hits bear a star; · = no result given.

mol	aSyn 5UTR inh	HSP90 inh	HSF-1 act	IEC-6 cytotox	KLF5 inh	Platelet DG rel	DYRK1A inh	GSK3 alpha inh	HSF1 inh	GSK3B inh
Cc1ccc([N+](=O)[O-])cc1NC(=O)CCc1ccccc1	8	-2	-21	1	-30	-5	-2	-1	-4	1
CN(C1CCCCC1)S(=O)(=O)c1ccccc1	24	8	3	-4	-15	9	6	1	-7	3
C/C(=C\CCC1(C)C2CC3C(C2)C31C)C(=O)O (stereo unspecified)	10	·	2	·	·	0	0	3	2	1
CCc1cccc2c(C(=O)COC(=O)c3c(C)noc3C)c[nH]c12	-18	-1	15	3	-48	2	-2	1	9	-2
COc1ccc(N(CC(=O)NCCSc2ccccn2)S(=O)(=O)c2ccccc2)cc1OC	-17	0	7	0	-5	-1	-5	-1	1	·
Cc1ccc(CC(=O)Nc2cccc(S(=O)(=O)N3CCOCC3)c2)cc1	2	-1	-2	4	-23	-4	0	2	3	-25
OC(Cn1cccn1)c1ccccc1 (stereo unspecified)	-12	-1	13	0	4	5	1	-1	8	-3
Cc1ccc(S(=O)(=O)N2CCN(C(=O)COC(=O)c3cc(C)oc3C)CC2)cc1	6	1	-8	-4	-14	2	4	1	0	6
COc1ccc(S(=O)(=O)N2CCN(Cc3ccco3)CC2)cc1	-1	2	-13	6	-1	-3	0	-1	0	0
COc1cc(NC(=O)Cc2ccc(OC)c(S(=O)(=O)N3CCOCC3)c2)c(OC)cc1Cl	-1	-4	-5	1	-28	5	-4	2	-3	0
Brc1ccc2c(c1)C(c1cccs1)=NNC(c1cccnc1)=N2	-24	1	-12	2	-34	14	3	15	9	0
CC(C(=O)N1CCOCC1)N1C(=O)c2cccc3cccc(c23)C1=O (stereo unspecified)	16	5	-1	-2	8	-2	-7	·	-3	2

A draw from above in order of count of non-hydrogen atoms, smallest number first:
mol	aSyn 5UTR inh	HSP90 inh	HSF-1 act	IEC-6 cytotox	KLF5 inh	Platelet DG rel	DYRK1A inh	GSK3 alpha inh	HSF1 inh	GSK3B inh
OC(Cn1cccn1)c1ccccc1 (stereo unspecified)	-12	-1	13	0	4	5	1	-1	8	-3
COc1cc(NC(=O)Cc2ccc(OC)c(S(=O)(=O)N3CCOCC3)c2)c(OC)cc1Cl	-1	-4	-5	1	-28	5	-4	2	-3	0
COc1ccc(N(CC(=O)NCCSc2ccccn2)S(=O)(=O)c2ccccc2)cc1OC	-17	0	7	0	-5	-1	-5	-1	1	·

(next part)
mol	aSyn 5UTR inh	HSP90 inh	HSF-1 act	IEC-6 cytotox	KLF5 inh	Platelet DG rel	DYRK1A inh	GSK3 alpha inh	HSF1 inh	GSK3B inh
O=C(O)c1ccc(Cn2cnc3cccnc32)cc1	7	-2	-11	-4	-1	7	3	0	-13	-4
CC(C)C(=O)NS(=O)(=O)c1ccc(N)cc1	-18	2	-6	-2	-49	8	11	-3	-3	0
CCOC(=O)CC(=O)N/N=C/c1c(N)n(C)c(=O)n(C)c1=O	4	-1	1	-2	-9	-2	-1	1	-2	3
Cc1ccc(OC(=O)c2ccc(N3CCOCC3)c([N+](=O)[O-])c2)cc1	-12	-2	22	-1	9	-2	5	-1	0	-1
CCCCn1c(SCC(=O)Nc2nnc(C)s2)nc2c1c(=O)n(C)c(=O)n2C	19	-1	7	0	-21	-1	8	-4	-2	0
COc1ccccc1Oc1c(C)oc2c(CN3CCN(CCO)CC3)c(O)ccc2c1=O	-2	4	-35	2	-20	10	·	2	-18	2
COc1cccc(/C=N/Nc2ccc(S(=O)(=O)O)cc2)c1O	-3	-2	-1	0	-2	56*	3	-3	-15	-5
CC(C)C(c1nnnn1C1CCCCC1)N1CCN(c2ncccn2)CC1 (stereo unspecified)	9	-1	6	2	-6	0	-4	2	-3	-5
CCCC(=O)Nc1c2c(nn1-c1ccc(F)cc1)CS(=O)(=O)C2	-4	-1	19	0	-15	8	4	-3	-1	2
O=C(CSc1nc(-c2cccs2)cc(C(F)(F)F)n1)NCc1ccco1	6	-1	2	1	-13	-6	-2	-4	2	-2
Cc1ccc(NC(=O)C(C)Sc2nnc(C)n2C)cc1 (stereo unspecified)	8	-1	-4	-1	0	3	-8	-1	-4	0
CCOc1ccc(C(c2nnnn2Cc2ccccc2)N2CCN(C(=O)c3ccco3)CC2)cc1 (stereo unspecified)	16	2	7	1	5	7	10	2	-1	1
Cc1nc(NC(=O)CN2CCCCC2)sc1C(=O)N(C)C	0	6	-13	2	-19	12	-1	0	-3	-3
CCC12CSc3nc(Cl)ccc3N1C(=O)C(=O)N2C (stereo unspecified)	-4	6	-13	9	-11	2	·	·	-13	0
Cc1ccc(CNC(=O)[C@H](C)NC(=O)C2CCN(C(=O)[C@@H]3CCCN3C(=O)OC(C)(C)C)CC2)cc1	11	-4	-3	-7	-18	-1	3	-2	0	1
O=C(CN1CCOCC1)Nc1ccc(NC(=O)CN2CCOCC2)c(Cl)c1	23	0	4	6	-12	6	-4	1	-3	4
CCC(=O)N1c2ccccc2[C@@H](N(C(C)=O)c2ccccc2)C[C@H]1C	-18	-1	10	-6	-4	6	0	0	13	-3
CC(=O)NC(=C(Cl)Cl)S(=O)(=O)c1ccccc1	-137	2	10	11	-3	-2	-2	-2	8	-1
C/C(=N\NC(=O)c1nc2ccccn2c1C)c1ccco1	-135	7	17	2	-62	4	-1	-2	7	-4
COc1ccc(-n2c(=O)c3ccccc3c3ccccc3c2=O)c(OC)c1	4	1	3	-2	-22	1	-7	-2	-4	-8
Cc1cc(NC(=O)CCC(=O)N(Cc2ccco2)C2(C(=O)NC3CCCCC3)CCN(C)CC2)no1	17	-1	-13	1	-17	10	10	1	-9	-3
CN(C)S(=O)(=O)c1ccc(C(=O)NCc2nnc(SCC(=O)N3CCCCCC3)o2)cc1	-6	-3	10	4	-35	-16	-8	0	1	0
O=C(CCCC(=O)Nc1cccc(Br)c1)N/N=C/c1cc([N+](=O)[O-])ccc1O	-7	-4	-38	4	27	0	6	3	-27	-1
C/C(=N\Nc1ccc(S(N)(=O)=O)cc1[N+](=O)[O-])c1ccc2c(c1)OCO2	11	1	12	-3	-25	-9	1	·	1	·
COc1c(C)cc(Br)cc1C(=O)NC(=S)NCc1ccco1	-12	2	8	0	-15	4	·	4	-11	4
O=C(NC1CCCC1)C(c1ccccc1F)N(C(=O)Cc1cccs1)c1ccc2c(c1)OCCO2 (stereo unspecified)	-19	-1	30	4	-7	0	2	1	9	-5
CN1C=CC=C/C1=C(\C#N)c1nc2ccccc2[nH]1	-4	3	1	7	-14	17	4	-3	2	1
CCCNC(=O)COc1coc(CN2CCN(c3ccccc3OC)CC2)cc1=O	-13	8	-80	0	-26	-2	-2	12	-73*	-1
O=C(CSc1nccn1-c1ccccc1)c1ccc(Br)cc1	-48	-1	7	6	-69	9	0	-1	19	-1
COc1cccc(C(=O)NC2=NCCS2)c1OC	-51	2	8	3	-44	-8	3	0	12	0
Cc1nc(N(C)Cc2ccccc2)c2c(C)c(C)sc2n1	8	3	16	-2	-10	2	-4	-1	3	·
Cc1nnc(SCc2cccc3ccccc23)n(N)c1=O	3	0	-6	-1	-24	-12	1	-2	-4	-3
Cn1c(=O)[nH]c(=O)c2c1nc(N1CCOCC1)n2CC(=O)c1ccccc1	10	-4	0	1	3	2	-1	0	-7	0
COc1cccc(C(=O)Nc2cccc(C(C)=O)c2)c1	-114	-4	-5	11	-58	21	8	3	-1	1
O=C(CN(c1cccc(C(F)(F)F)c1)S(=O)(=O)c1ccccc1)N1CCOCC1	3	2	36	-6	-11	-2	-4	-2	-2	-3
N#CC(C#N)=C1C=CC=CN1/C(=C\c1ccco1)C(=O)c1ccc(Br)cc1	·	-1	·	4	-6	·	48	0	·	·
O=C(COc1ccccc1)NC1C(=O)N2C(C(=O)O)=C(Cl)CSC12 (stereo unspecified)	-6	-3	4	-3	-35	-1	6	-6	-2	4
O=C(CSc1nnc(-c2ccncc2)n1-c1ccc(Cl)cc1)N1CCOCC1	-21	1	4	4	3	-2	2	0	-6	2
Nc1nc(NCCOCCO)nc(NCC2CCCO2)c1[N+](=O)[O-] (stereo unspecified)	7	-1	6	-4	-15	-13	-3	60*	-1	-60*
CCCn1nc(C(=O)Nc2ccc(S(=O)(=O)Nc3ncccn3)cc2)c2ccccc2c1=O	10	-1	-14	-1	16	5	6	-2	-2	-5
CC(C)OP(=O)(OC(C)C)C(Nc1ccc(C(=O)O)cc1)c1ccccc1 (stereo unspecified)	-2	0	-9	-4	-11	-1	1	-1	1	6
CC(CN1CCN(Cc2ccccc2)CC1)OC(=O)c1ccco1 (stereo unspecified)	-3	2	7	-2	-4	2	2	0	-5	-3

Sorted by molar mass (falling): some entries from above.
mol	aSyn 5UTR inh	HSP90 inh	HSF-1 act	IEC-6 cytotox	KLF5 inh	Platelet DG rel	DYRK1A inh	GSK3 alpha inh	HSF1 inh	GSK3B inh
CCCn1nc(C(=O)Nc2ccc(S(=O)(=O)Nc3ncccn3)cc2)c2ccccc2c1=O	10	-1	-14	-1	16	5	6	-2	-2	-5
O=C(CN(c1cccc(C(F)(F)F)c1)S(=O)(=O)c1ccccc1)N1CCOCC1	3	2	36	-6	-11	-2	-4	-2	-2	-3
N#CC(C#N)=C1C=CC=CN1/C(=C\c1ccco1)C(=O)c1ccc(Br)cc1	·	-1	·	4	-6	·	48	0	·	·
O=C(CSc1nnc(-c2ccncc2)n1-c1ccc(Cl)cc1)N1CCOCC1	-21	1	4	4	3	-2	2	0	-6	2
CCCNC(=O)COc1coc(CN2CCN(c3ccccc3OC)CC2)cc1=O	-13	8	-80	0	-26	-2	-2	12	-73*	-1
CC(C)OP(=O)(OC(C)C)C(Nc1ccc(C(=O)O)cc1)c1ccccc1 (stereo unspecified)	-2	0	-9	-4	-11	-1	1	-1	1	6
O=C(CSc1nccn1-c1ccccc1)c1ccc(Br)cc1	-48	-1	7	6	-69	9	0	-1	19	-1
Cn1c(=O)[nH]c(=O)c2c1nc(N1CCOCC1)n2CC(=O)c1ccccc1	10	-4	0	1	3	2	-1	0	-7	0
Nc1nc(NCCOCCO)nc(NCC2CCCO2)c1[N+](=O)[O-] (stereo unspecified)	7	-1	6	-4	-15	-13	-3	60*	-1	-60*
Cc1nnc(SCc2cccc3ccccc23)n(N)c1=O	3	0	-6	-1	-24	-12	1	-2	-4	-3
COc1cccc(C(=O)Nc2cccc(C(C)=O)c2)c1	-114	-4	-5	11	-58	21	8	3	-1	1
COc1cccc(C(=O)NC2=NCCS2)c1OC	-51	2	8	3	-44	-8	3	0	12	0

Only part of the results is shown; the hit share may differ from the screen's.
